PPARg SRC-2 ag: agonists of SRC-2 recruitment by human PPARgamma | PPARgamma LBD-SRC-2 recruitment, biochemical | AID 1032 | 200,000 tested, 0.34% active | P37231 | activation, % at 8 µM; in the data active = activation above about 22%;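 note: 0% = vehicle and 100% = reference agonist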
Target sequence (P37231 whole entry, looked up, the tested form may be a part): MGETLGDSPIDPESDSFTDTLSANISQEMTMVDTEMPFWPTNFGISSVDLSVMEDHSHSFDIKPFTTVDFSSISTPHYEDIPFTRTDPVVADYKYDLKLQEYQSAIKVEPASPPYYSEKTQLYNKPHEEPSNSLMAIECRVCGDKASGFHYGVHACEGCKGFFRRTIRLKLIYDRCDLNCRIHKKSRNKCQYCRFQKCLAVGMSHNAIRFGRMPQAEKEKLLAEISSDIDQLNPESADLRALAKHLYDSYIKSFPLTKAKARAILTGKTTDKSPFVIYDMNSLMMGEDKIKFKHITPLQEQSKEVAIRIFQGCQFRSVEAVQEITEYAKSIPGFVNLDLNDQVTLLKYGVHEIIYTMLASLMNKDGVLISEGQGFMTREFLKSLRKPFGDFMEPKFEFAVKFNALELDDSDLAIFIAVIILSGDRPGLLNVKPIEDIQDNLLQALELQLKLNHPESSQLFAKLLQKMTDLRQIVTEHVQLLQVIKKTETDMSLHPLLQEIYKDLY
DTT redox prof: compounds producing H2O2 with reducing agent – biochemical, NIH compound library profiling, artefact control for MLSCN library redox annotation, primary screen; DTT-dependent redox cycling H2O2, phenol red/HRP absorbance; 100% = 100 µM peroxide control, 0% = buffer; activation, % at 10 µM; 200,000 tested, 0.03% active; AID 878;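 active = activation of at least 50% relative to the plate's high and low controls in the primary single-dose screen; inactive = activation below 50%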;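 note: compound incubated with DTT at 0.8 mM final as the reducing agent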
S1P3 antag: antagonists of human S1P3 receptor. Q99500. CHO S1P3 NFAT-BLA reporter, FRET fluorescence, antagonist mode. inhibition, % at 4.98 µM. 170,000 tested, 0.27% active. AID 485;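 active = inhibition above the plate cutoff, the mean inhibition of test wells on that plate plus 3 SD, cut at about 28% in these data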;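 note: cells challenged with S1P at its EC80 of 0.8 µM; blue over green emission ratio from cleaved BLA substrate after 4 h stimulation; 0% = S1P-stimulated wells and 100% = unstimulated DMSO-only wells; some compounds past the cut are filed as inactive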
Target sequence (Q99500 whole entry, looked up): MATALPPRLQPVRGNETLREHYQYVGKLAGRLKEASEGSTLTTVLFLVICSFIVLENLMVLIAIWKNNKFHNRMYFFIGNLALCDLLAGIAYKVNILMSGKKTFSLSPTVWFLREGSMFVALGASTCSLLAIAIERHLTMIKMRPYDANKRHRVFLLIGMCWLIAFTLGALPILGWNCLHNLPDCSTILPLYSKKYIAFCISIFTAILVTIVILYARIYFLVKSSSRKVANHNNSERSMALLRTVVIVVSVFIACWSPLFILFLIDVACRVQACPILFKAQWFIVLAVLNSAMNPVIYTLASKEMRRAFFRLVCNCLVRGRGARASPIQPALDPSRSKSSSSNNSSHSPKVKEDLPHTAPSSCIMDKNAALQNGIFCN
bIAP inh: intestinal alkaline phosphatase (bovine) inhibition | 190,000 tested, under 10 active | AID 1019 | inhibition, % at 20 µM | purified bovine IAP, CDP-star luminescence, 30 min;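 active = over 50% inhibition of intestinal alkaline phosphatase at 20 µM in the single-dose screen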
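System: Purified bovine intestinal alkaline phosphatase (IAP) enzyme | Input: IAP diluted 1/65,000,000 in the well | Also added: CDP-star chemiluminescent phosphatase substrate, 30 µM final | Dosing: 20 µM single dose | Times: Enzyme reaction for 30 min at room temperature | Detection: Luminescence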
bIAP activator: intestinal alkaline phosphatase (bovine) activation | 200,000 tested, 0.17% active | purified bovine IAP, CDP-star luminescence, 30 min; active compounds read high; fold of DMSO-control signal, blank-subtracted | activation factor at 20 µM;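 active = activation factor of 2 or more at 20 µM, a signal rise over negative controls twice the positive control's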
TLR4 MyD88 comp: blocks binding of human TLR4 to MyD88; O00206+Q99836; HeLa CL3-4 TLR4/MyD88 BLA complementation, FRET ratio; inhibition, % at 8.4 µM; 200,000 tested, 0.18% active; in the data active = inhibition above about 25%;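 note: 0% = vehicle and 100% = reference inhibitor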
PPARg SRC3 recr: agonists of human PPARgamma SRC-3 coactivator recruitment | 200,000 tested, 0.26% active | AID 731 | activation, % at 8 µM | P37231 | biochemical PPARgamma/SRC-3 coactivator recruitment assay; in the data active = activation above about 23%;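 note: 0% = DMSO and 100% = reference agonist; some compounds past the cut are filed as inactive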
ROMK mod: modulates human ROMK potassium channel activity; P48048; Tet-inducible ROMK, thallium flux fluorescence; actives lie on both sides; B-score at 10 µM; 130,000 tested, 2% active; AID 1918;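 active = signal ratio slope over the read window, or its plate-corrected B-score, at least 3 SD from the plate mean, either direction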;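 note: B-score of the F/F0 ratio slope over 7 to 12 s after thallium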
TR-FRET SRC-2 ct: counter-screen for PPARgamma SRC-2 recruitment agonists: TR-FRET artefact | 200,000 tested, 0.4% active | active compounds read high | TR-FRET ratio at 8 µM; in the data active = TR-FRET ratio above about 2000; note: inactives centre near 1500; reference of the scale not given here
Lmaj promast: reduces viability of Leishmania major promastigotes | resazurin fluorescence viability | inhibition, % at 10 µM | 200,000 tested, 9% active | AID 1063; in the data active = inhibition above about 50%;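 note: promastigotes grown with compound for 44 hours at 28 °C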
PPARg SRC-1 ag: agonists of human PPARgamma SRC-1 coactivator recruitment. PPARgamma-SRC-1 coactivator recruitment biochemical assay. 200,000 tested, 0.41% active. activation, % at 8 µM; in the data active = activation above about 19%;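 note: 0% = DMSO and 100% = reference agonist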
An asterisk follows results filed as active; . = not tested or not shown.

The line under a structure holds: PPARg SRC-2 ag	DTT redox prof	S1P3 antag	bIAP inh	bIAP activator	TLR4 MyD88 comp	PPARg SRC3 recr	ROMK mod	TR-FRET SRC-2 ct	Lmaj promast	PPARg SRC-1 ag
> COc1ccc(N(CN2C(=O)C3CC=CCC3C2=O)C(=O)c2ccco2)cc1 (stereo not given)
 : 5	0.5	.	3	1	-12	12	.	1738	-1	19*
> CC1CCN(c2oc(Cc3cccc4ccccc34)nc2C#N)CC1
 : 2	-0.1	25	20	0.8	-18	-2	-0.68	1647	7	-1
> COc1ccccc1Cn1nnc2c(=O)[nH]c(C3CCN(C(=O)c4ccc(F)cc4)CC3)nc21
 : 4	3.5	-5	0	1	-11	-3	-0.12	1530	-4	6
> CC1CC(C)CN(C(=O)COC(=O)CCc2nc3ccccc3c(=O)[nH]2)C1 (stereo not given)
 : -1	-0.1	3	4	1	-10	-7	.	1482	-2	-6
> N#C/C(=C(/O)COc1ccccc1)c1nc2ccccc2s1
 : 4	-1.9	-5	-11	1.1	-1	3	0.029	1507	-5	-1
> Clc1cccc(Cl)c1COc1ccncc1
 : -12	2.5	-4	15	0.9	-6	-16	.	1594	3	-4
> Cc1cccc(Nc2nnc(-c3ccc(C(=O)N4C[C@H]5C[C@H](C4)c4cccc(=O)n4C5)cc3)c3ccccc23)c1
 : 4	3.0	.	-11	1.1	7	-6	.	1638	-1	10
> COc1ccc(CNC(=O)c2ccc(S(=O)(=O)N3CCCC3)cc2)cc1OC
 : 4	0.1	.	-6	1.1	9	6	0.12	1473	6	-6
> CC1=C(C(=O)Nc2ccccc2)C(c2ccccc2)N2C(=O)CSC2=N1 (stereo not given)
 : 9	0.9	4	1	1	-2	5	-0.85	1613	-6	4
> Cc1ccc(C)c(NC(=O)C(=O)NCCCN2CCOCC2)c1
 : 12	0.0	8	-24	1.2	-4	5	.	1719	-2	11
> CC(C)Cn1c(CN(C)Cc2ccccc2)nc2c1c(=O)n(C)c(=O)n2C
 : -2	-0.3	-7	-7	1.1	-1	-3	.	1444	7	-8
> COc1ccccc1NC(=O)CC(=O)CSc1nnc(-c2ccc(C)cc2)n1C
 : 7	0.4	-4	4	1	19	0	.	1533	-8	4
> CCOC(=O)N1CCC2(CC1)C(C(=O)C13CC4CC(CC(C4)C1)C3)C2(C#N)C#N (stereo not given)
 : 7	-1.6	-20	25	0.8	-4	-2	.	1604	10	3
> CCOC(=O)c1sc(NC(=O)c2ccccc2F)c(C(N)=O)c1C
 : 4	0.2	2	3	1	7	7	0.08	1640	24	3
> CCCC(=O)Nc1ccc(Cl)c(NC(=O)c2cccc(OC)c2)c1
 : -2	-0.4	0	-10	1.1	-13	2	0.32	1527	-4	6
> Cc1ccc(Cn2ccc(NC(=O)c3cc4nc(-c5ccco5)cc(C(F)(F)F)n4n3)n2)cc1
 : -4	1.9	.	-7	1.1	-15	-1	.	1248	2	-7
> O=C(N/N=C/c1ccc2c(c1)OCO2)c1cc(-c2ccc(F)cc2)nc2ccccc12
 : 12	0.1	-20	-36	1.4	-3	4	0.58	1753	29	0
> O=C(O)Cn1ncc2ccccc2c1=O
 : 9	-0.8	-16	-21	1.2	6	7	0.7	1705	-5	-2
> Cc1cc(C)nc(SCC(=O)NNC(=O)c2cccs2)n1
 : 7	4.7	-8	-19	1.2	3	3	0.13	1719	-8	2
> CC1CCN(CCCCOc2ccccc2[N+](=O)[O-])CC1
 : 7	1.8	.	2	1	8	-3	.	1613	90*	1
> O=C(O)CCc1ccc(-c2ccc(F)cc2)n1CC1CCCO1 (stereo not given)
 : -17	2.4	.	4	1	5	-8	.	1306	-3	0
> COc1cc(OC)c(OC)cc1CN1CCCC(C(=O)N2CCCCC2)C1 (stereo not given)
 : 4	-1.4	4	2	1	-4	7	-0.055	1596	-4	1
> CC(C)CNc1nc2c(c(=O)n(C)c(=O)n2C)n1Cc1cccc(Br)c1
 : 13	-1.8	.	11	0.9	-10	7	-0.52	1440	9	2
> C/C(Cl)=C\Cn1c(NCCCn2ccnc2)nc2c1c(=O)n(C)c(=O)n2C
 : 12	-3.1	-26	5	1	-6	-8	-1.3	1615	20	7
> C(=N\n1c2ccccc2c2ccccc21)/c1ccccc1
 : 5	0.9	11	6	0.9	0	-4	.	1370	-3	6
> Oc1ccc(-c2cn3c(n2)SCC3)cc1O
 : 9	-0.3	.	27	0.7	-10	10	0.35	1558	98*	8
> CCOC(=S)SCC(=O)N1CCc2cc(OC)c(OC)cc2C1C1C(=O)CC(C)(C)CC1=O (stereo not given)
 : 4	-0.3	5	2	1	-24	8	-0.1	1664	31	2
> CN(CC(=O)NCCc1ccccc1)S(=O)(=O)c1cccs1
 : 5	-0.8	-29	10	0.9	10	4	.	1568	-8	7
> CCOc1ccc(C=O)cc1CN1CCCCC1
 : 6	-1.1	.	14	0.9	-4	9	.	1472	0	2
> O=c1c(Br)c(N2CCOCC2)cnn1-c1ccccc1
 : -1	1.5	-6	-1	1	-3	4	0.0087	1570	-3	4
> CCOC(=O)c1c(-c2ccccc2)csc1NC(=O)COc1ccc2c(C)cc(=O)oc2c1
 : 8	-0.2	1	7	0.9	-9	0	0.013	1691	-1	-2
> CC1CCCCC1NC(=O)C1CCN(S(=O)(=O)N2CCC3(CC2)OCCO3)CC1 (stereo not given)
 : 9	2.5	-70	3	1	2	-6	.	1783	-8	2
> CC(=O)C1=C(O)C(=O)N(C2CCCCC2)C1c1ccccc1 (stereo not given)
 : 2	-3.5	13	-19	1.2	8	2	.	1487	-3	6
> CN(C)CCN1C(=O)C(O)=C(C(=O)c2cc3ccccc3o2)C1c1ccc(N(C)C)cc1 (stereo not given)
 : 9	-0.9	-36	3	1	-13	13	.	1621	-10	5
> O=C1CN(Cc2cc(=O)oc3cc4c(cc23)CCC4)CCN1
 : 1	-1.7	11	-2	1	-1	-1	0.68	1590	-3	-2
> Cc1ccccc1NC(=S)N(CCN(C)C)C(C)c1ccco1 (stereo not given)
 : -8	0.2	-2	3	1	-6	2	0	1427	24	1
> CCN1C=C(C(=O)OC)C(c2cccc(OC)c2OC)C(C(=O)OC)=C1
 : -5	-1.0	-14	-36	1.4	-7	2	0.41	1429	-7	6
> Cc1cc(NS(=O)(=O)c2ccc(NC(=O)NC(C)(C(F)(F)F)C(F)(F)F)cc2)no1
 : 8	-0.1	.	10	0.9	-8	2	1.7	1696	-4	1
> COc1ccc(OC)c(NC(=O)CSc2nnc(-c3cccnc3)s2)c1
 : 10	2.5	-9	-15	1.1	0	6	-0.49	1585	0	4
> O=C(CCN1C(=O)/C(=C/C=C/c2ccccc2)SC1=S)Nc1nc2ccccc2s1
 : 16	-0.5	5	10	0.9	7	6	0.55	1560	0	0
> Cc1ccc(S(=O)(=O)N2CC=C(C(=O)NCc3ccc(F)cc3)CC2)cc1
 : 7	0.4	7	15	0.8	-8	5	-0.12	1452	-8	-4
> CCc1nnc(NC(=O)CSc2nnc(Cc3cccn3C)n2CCOC)s1
 : 10	-1.0	-51	9	0.9	2	6	.	1643	-2	3
> N/C(=N/OS(=O)(=O)c1ccc([N+](=O)[O-])cc1)c1ccncc1
 : 0	-0.3	-2	-3	1	7	-4	0.5	1568	-2	2
> CCN(CC)c1ccc(C(=O)OCc2cc(=O)oc3cc(O)ccc23)cc1
 : 10	0.7	.	-2	1	-13	11	.	1629	12	11
> CNc1csc(C)c(C)c1=O
 : 0	0.0	-39	-5	1	-6	-7	0.67	1713	-1	5
> CCOC(=O)C1CCCN(C(=O)c2cc(-c3ccc(F)cc3)nc3ccccc23)C1 (stereo not given)
 : 11	-0.7	-3	-8	1.1	1	3	0.0046	1545	10	4
> CC1(C)CC(=O)C=C(Nc2ccc(S(N)(=O)=O)cc2)C1
 : 14	0.2	-14	15	0.9	4	-6	.	1633	-6	1
> O=C(CCNC(=O)c1ccccc1)Nc1cccnc1
 : 6	-0.8	-5	2	1	-17	-3	0.61	1462	-5	18
> Cc1nc2cc(-c3ccc(Cl)cc3)nn2c(C)c1CCC(=O)NCc1ccco1
 : 6	-0.9	.	1	1	11	13	.	1733	3	11
> CCCCCC(=O)N/N=C/c1ccco1
 : -7	0.1	-8	4	1	-1	2	0.22	1512	78*	-2
> CC(=O)N1CCC(N(CCN2CCOCC2)C(=S)Nc2cccc(C)c2C)CC1
 : -2	-0.5	9	1	1	2	-4	0.18	1560	42	4
> Cc1noc(NS(=O)(=O)c2ccc(NC(=O)c3ccc(N4C(=O)c5ccccc5C4=O)cc3)cc2)c1C
 : 6	-0.3	-94	13	0.9	-4	2	0.62	1489	-6	6
> O=[N+]([O-])c1ccc(NNC(=S)Nc2ccc(F)cc2)cc1
 : 1	16	.	32	0.7	13	-1	.	1475	101*	0
> O=C(O)C1CSC2(c3ccc4c(c3)OCCO4)CCC(=O)N12 (stereo not given)
 : -9	0.1	1	4	1	11	0	0.96	1618	-5	-1
> O=[N+]([O-])c1cc(Cl)ccc1-c1nc(-c2ccncc2)no1
 : -6	11	-6	-1	1	14	-4	-0.68	1507	9	8
> COc1ccc(/C=C(\C#N)C(=O)OC2CCOC2=O)cc1 (stereo not given)
 : 4	-0.2	-17	-12	1.1	-3	4	-0.11	1674	-4	5
> CCOC(=O)c1ccc(NC(=S)NCCc2ccc(F)cc2)cc1
 : 11	-1.4	-18	22	0.8	-6	5	0.15	1595	22	6
> COc1ccc(C2(C(=O)Nc3ccc(C(=O)N4CCOCC4)cc3)CCOCC2)cc1
 : -5	1.1	-5	-10	1.1	2	-7	.	1732	-2	3
> CCS(=O)(=O)c1ccc2oc(SCC(=O)NCCC3=CCCCC3)nc2c1
 : -4	2.4	-16	0	1	-8	0	-0.56	1328	2	2
> CN1CCc2ccccc2CC1=O
 : 10	-0.5	-4	9	0.9	8	4	0.87	1666	-3	-1

Later entries
The line under a structure holds: PPARg SRC-2 ag	DTT redox prof	S1P3 antag	bIAP inh	bIAP activator	TLR4 MyD88 comp	PPARg SRC3 recr	ROMK mod	TR-FRET SRC-2 ct	Lmaj promast	PPARg SRC-1 ag
> N=c1nc(SCCC(=O)O)ss1
 : -1	-0.2	-19	6	0.9	-5	11	-0.57	1550	-1	-1
> Cc1cccc(N2CC(C)Cn3c2nc2c3c(=O)n(CC(=O)OCc3ccccc3)c(=O)n2C)c1 (stereo not given)
 : -4	-0.1	-32	-1	1	0	-5	.	1455	38	-5
> Cc1cccc(N(Cc2ccccc2)C(=O)CCl)c1
 : 5	-1.9	-6	-11	1.1	5	9	-1.3	1712	81*	10
> Cc1nc2ccccc2n1C(=O)c1ccc(Cl)cc1[N+](=O)[O-]
 : 2	-0.4	-1	-26	1.3	-4	0	0.29	1399	-1	3

Part of the list above, with bars between the fields.
Molecule | PPARg SRC-2 ag | DTT redox prof | S1P3 antag | bIAP inh | bIAP activator | TLR4 MyD88 comp | PPARg SRC3 recr | ROMK mod | TR-FRET SRC-2 ct | Lmaj promast | PPARg SRC-1 ag
CC1CC(C)CN(C(=O)COC(=O)CCc2nc3ccccc3c(=O)[nH]2)C1 (stereo not given) | -1 | -0.1 | 3 | 4 | 1 | -10 | -7 | . | 1482 | -2 | -6
N=c1nc(SCCC(=O)O)ss1 | -1 | -0.2 | -19 | 6 | 0.9 | -5 | 11 | -0.57 | 1550 | -1 | -1
CCOC(=O)N1CCC2(CC1)C(C(=O)C13CC4CC(CC(C4)C1)C3)C2(C#N)C#N (stereo not given) | 7 | -1.6 | -20 | 25 | 0.8 | -4 | -2 | . | 1604 | 10 | 3

From PubChem BioAssay
